# Assay outcomes as filed in PubChem BioAssay.
# sdo1 growth: restores growth of sdo1-depleted yeast; AID 817; actives 0.21% (n = 140,000); S. cerevisiae sdo1-depleted JHY4D growth rescue, OD600 30 h; active compounds read high; pdr5 snq2 efflux-pump mutant strain; z-score at 10 µM;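 active = z-score above 3 at both the 24 hr and the 30 hr optical density reads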;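 also: z-score against mean and SD of all compound wells on the same plate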
# INS promoter inh: TRM-6 insulin promoter activity inhibition; TRM-6 cells (human fetal islet line), insulin promoter-eGFP reporter, imaging; reporter expression induced with tamoxifen; inhibition, % at 2 µM; actives 0.9% (n = 130,000);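 active = inhibition above the mean plus 3 SD, with well images judged a real hit on visual review, cut at about 60% in these data, passing the limit was not always enough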
# sdo1 growth Rescue 24 h: recorded beside sdo1 growth, whose call it bears; z-score; S. cerevisiae sdo1-depleted JHY4D growth rescue, OD600; measured here: growth rescue at 24 h;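 0 is the plate mean of compound wells and units are plate SD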
# An asterisk follows results filed as active; i = inactive; . = no result given; & = joins results of further samples.
SMILES,sdo1 growth,sdo1 growth Rescue 24 h,INS promoter inh
CCC(C(=O)c1ccccc1)N(C(=O)c1ccccc1Cl)N1C(=O)C2C3C=CC(C3)C2C1=O (stereo unspecified),-0.36,0.42,-56
CCc1ccc(NC2=NCC(=O)N2c2ccc3c(c2)OCCO3)cc1,-0.68,-0.51,44
Cc1noc(C)c1S(=O)(=O)Nc1ccc(C(=O)N2CCN(c3ccc(Cl)cc3)CC2)cc1,-0.12,-0.32,.
CCc1c(C(=O)N/N=C/c2ccc(C)o2)csc1C,0.16,-0.35,71
CCN(CC)c1nc(Nc2ccccc2)nc(Oc2ccc(=O)n(C)n2)n1,-1.9,-1.8,-16
COC(=O)c1ccccc1S(=O)c1snnc1C (stereo unspecified),.,.,15
C=CCNC(=S)N/N=C/c1ccc(-c2cc(Cl)ccc2Cl)o1,-0.84,0.28,-8
Cc1cccc(CS(=O)(=O)Cc2ccc(C(=O)O)o2)c1,-0.4,-1,-17
O=C(O)CCCC(=O)N1CCN(c2nc(-c3ccccc3)c3ccccc3n2)CC1,-0.45,-0.53,.
CCCN1Cc2cccc(C(=O)NCc3ccccc3OC)c2C1=O,-0.8,-0.84,32
CCC[C@@H]1C[C@@H](C(=O)N[C@H]([C@@H](C)O)[C@H]2O[C@H](SC)[C@H](O)[C@@H](O)C2O)N(C)C1 (stereo partly specified),0.45,-0.09,5
CN(C)c1ccc(/C=[N+](\[O-])C2N(c3ccccc3)C(=S)SC2(C)C)cc1 (stereo unspecified),7.9*,3.4*,-23
Cc1c(NC(=O)c2ccccc2N)cccc1C(=O)O,1.4,1.3,.
COc1ccc(Nc2nc(C)cc(=O)[nH]2)cc1,0.19,-0.49,0
CCOc1ccc(N2C(=O)CC(SC(=NC)Nc3cccc(F)c3)C2=O)cc1 (stereo unspecified),-0.92,-0.66,.

# 6 of the entries above in order of the INS promoter inh value, descending:
compound | INS promoter inh
CCc1c(C(=O)N/N=C/c2ccc(C)o2)csc1C | 71
CCCN1Cc2cccc(C(=O)NCc3ccccc3OC)c2C1=O | 32
CCC[C@@H]1C[C@@H](C(=O)N[C@H]([C@@H](C)O)[C@H]2O[C@H](SC)[C@H](O)[C@@H](O)C2O)N(C)C1 (stereo partly specified) | 5
Cc1cccc(CS(=O)(=O)Cc2ccc(C(=O)O)o2)c1 | -17
CN(C)c1ccc(/C=[N+](\[O-])C2N(c3ccccc3)C(=S)SC2(C)C)cc1 (stereo unspecified) | -23
CCC(C(=O)c1ccccc1)N(C(=O)c1ccccc1Cl)N1C(=O)C2C3C=CC(C3)C2C1=O (stereo unspecified) | -56

# Other results follow.
SMILES,sdo1 growth,sdo1 growth Rescue 24 h,INS promoter inh
O=c1cc(-c2ccccc2)c2ccccc2[nH]1,-0.76,-0.23,.
COC(=O)c1nc(-c2ccc(C)cc2)oc1N(C)C,0.07,-0.57,.
O=C(NCc1ccco1)c1cnn2c(C(F)(F)F)cc(-c3cccs3)nc12,0.25,1.3,.
Cc1nc(N2N=C(c3ccc(Cl)cc3)CC2c2ccco2)sc1C(=O)N(C)C (stereo unspecified),.,.,-17
Cc1c(-c2cc(C(=O)O)c3ccccc3n2)cnn1C,.,.,-44
c1ccc(CSc2ccc3nnc(-c4ccccn4)n3n2)cc1,.,.,-26
O=C(CN(CC1CCCO1)C(=O)CNS(=O)(=O)c1ccccc1)NCc1ccco1 (stereo unspecified),.,.,7
Cc1nc(N)c(C#N)c(-c2ccccc2Cl)c1C,0.07,0.25,9
COc1cccc(NC(=O)c2ccc(NCCCN3CC(C)CC(C)C3)c([N+](=O)[O-])c2)c1 (stereo unspecified),.,.,-25
Cc1cc(C)c2cc(C#N)c(SCC(=O)NCc3ccco3)nc2c1,-1.4,-0.52,.
Cc1cccc(C(=O)N2CCC(=O)N(C(COCc3cccc(C(F)(F)F)c3)Cc3ccccc3)CC2)c1 (stereo unspecified),0.08,1,-36
COC(=O)Nc1ccc(S(=O)(=O)N2CCC(C)CC2)cc1,-0.89,-1.6,.
CCCC(C)c1nnc(NC(=O)CS(=O)(=O)Cc2ccccc2)s1 (stereo unspecified),0.29,0.43,-18
O=C(O)Cc1ccc(NC(=S)NCc2ccco2)cc1,0.99,0.95,-11
Cc1ccc(-c2nnc(SCC(=O)N3CCOCC3)nc2-c2ccc(C)cc2)cc1,-1.3&-1.2,-1.5&-1.1,-24
COc1ccc(S(=O)(=O)Nc2cc(C(=O)NCCC(C)C)ccc2N2CCOCC2)cc1,0.77,0.19,.
CCOC(=O)CCC(=O)N(CCN(C(=O)CCC(=O)OCC)c1ccccc1)c1ccccc1,-0.68,-0.98,42
CC1CCN(S(=O)(=O)c2cn(CC(=O)N3CC(C)CC(C)C3)c(=O)c3ccccc23)CC1 (stereo unspecified),0.09,-0.33,-28
O=C(O)c1cccc(NS(=O)(=O)c2ccc(Cl)c(C(=O)O)c2)c1,0.53,0.32,.
CCc1nnc(NC(=O)CSc2nnc3ncccn23)s1,0,-0.63,-33
CCCc1ccc(OCCNC(=O)CC)cc1,0.57,0.39,31
CC(=O)c1c(OC(=O)c2ccccc2)c2ccccc2n1C,-0.85,-0.41,.
CCOC(=O)N1CCN(C(=O)C2CCN(Cc3cccc(OCc4ccccc4)c3)CC2)CC1,-0.85,-0.8,-53
O=C(/C=C/c1ncc(C(F)(F)F)cc1Cl)OCc1ccccc1,-0.17,0.54,-15
CC(=O)NCCC(=O)Nc1ccc(C)c(F)c1,0.48,0.85,17
Cc1nnc(SCc2cnc(-c3ccc(C(C)C)cc3)s2)n1C,-0.71,-0.86,.
CCOC(=O)Cn1c(C)nc2c(C(=O)OCC)sc(C)c2c1=O,-0.13,-0.7,-76
CCOC(=O)CC1C(=O)NCCN1S(=O)(=O)c1ccc(Cl)cc1 (stereo unspecified),1.5,0.92,-7
Cc1cccc(CC2SC(N3CCN(c4ccccc4)CC3)=NC2=O)c1 (stereo unspecified),-0.57,-0.22,20
O=C(COC(=O)c1cccs1)NCc1ccc2c(c1)OCO2,0.23,0.63,.
CCCCn1c(=S)[nH]c2c(oc3ccc(Cl)cc32)c1=O,-0.09,-0.73,11
CC(=O)Nc1ccc(S(=O)(=O)Oc2ccc(N3C(=O)C4CCCCC4C3=O)cc2)cc1 (stereo unspecified),0.13,0.2,-44
COc1ccccc1-c1ccc(SCc2ccc(C)cc2)nn1,.,.,20
CC(C)CN1C(=O)/C(=C(/C#N)C(=O)NC2CCCCC2)c2ccccc21,.,.,-8
CC(C)C(C)(C#N)NC(=O)CSc1nc2scc(-c3ccc(F)cc3)c2c(=O)n1Cc1ccccc1 (stereo unspecified),0.6,0.23,.
Cc1cccc(NC(=O)CSc2nc3ccccc3c3nc(CCc4c(C)n[nH]c4C)nn23)c1,-0.8&-0.51,0.54&1.1,-59
CCOc1ccc(S(=O)(=O)Nc2cccnc2)cc1,0.09,0.25,-12
O=CNc1ccc(S(=O)(=O)NCc2ccccc2)cc1,1,-0.19,9
COc1ccc2nc(SCC(=O)Nc3c(C)cc(C)cc3C)[nH]c2c1,-0.5,-0.26,-26
CCNC(=O)n1nccc1C(C)Oc1cccc(C(F)(F)F)c1 (stereo unspecified),-0.46,-1.1,-18
Cc1nc2c(C(=O)N3CCCC3)cnn2c(C)c1Cc1c(F)cccc1Cl,0.23,0.12,-39
CNC(=S)/N=C(/Nc1ccccc1)c1ccccc1,.,.,-122
Cc1ccsc1C(=O)OCC(=O)c1cc(C)n(CC2CCCO2)c1C (stereo unspecified),-0.38,-0.37,6
COc1cc(CNn2nnnc2N)cc(Br)c1OCc1c(Cl)cccc1Cl,-1.1,-0.59,-3
COC(=O)c1sc2cc([N+](=O)[O-])cc(SCC(C)C)c2c1N,-0.48,0.41,i

# Some of the entries so far, field by field:
COc1ccc2nc(SCC(=O)Nc3c(C)cc(C)cc3C)[nH]c2c1
- sdo1 growth = -0.5
- sdo1 growth Rescue 24 h = -0.26
- INS promoter inh = -26

CCNC(=O)n1nccc1C(C)Oc1cccc(C(F)(F)F)c1 (stereo unspecified)
- sdo1 growth = -0.46
- sdo1 growth Rescue 24 h = -1.1
- INS promoter inh = -18

Cc1nc2c(C(=O)N3CCCC3)cnn2c(C)c1Cc1c(F)cccc1Cl
- sdo1 growth = 0.23
- sdo1 growth Rescue 24 h = 0.12
- INS promoter inh = -39

CNC(=S)/N=C(/Nc1ccccc1)c1ccccc1
- sdo1 growth = .
- sdo1 growth Rescue 24 h = .
- INS promoter inh = -122

# Carrying on:
SMILES,sdo1 growth,sdo1 growth Rescue 24 h,INS promoter inh
O=C(Nc1ccc(O)cc1)C1CCCN1S(=O)(=O)c1ccc(F)cc1 (stereo unspecified),0.07,-0.21,43
Cc1ccc(C)c(NC(=O)C2C3CCCC2C3c2ccccc2)c1 (stereo unspecified),-1.9,-0.05,-17
Cc1nc(C(C)NC(=O)CCc2nnc(CCCc3ccccc3)o2)c(C)s1 (stereo unspecified),.,.,-22
Cc1ccc(F)cc1NCC(=O)Nc1ccc(Br)cc1,-0.48,-0.6,.
CC(NC(=O)/C=C/c1ccc(Br)cc1)c1ccc(Cl)cc1 (stereo unspecified),-1,0.84,-43
O=C(Nc1ccc(F)cc1F)Nc1ccc(F)cc1F,.,.,0
CCN(CC)CCNC(=O)C(C(=O)c1ccccc1)n1ccccc1=O (stereo unspecified),1.1,1.3,.
CCC(C)C(=O)N1CCCC(c2nc(-c3cccs3)no2)C1 (stereo unspecified),0.28,-0.23,-43
O=C(c1ccco1)N1CCN(CC(=O)N(C2CCCCC2)C2CCS(=O)(=O)C2)CC1 (stereo unspecified),0.2,-0.6,22
COc1ccc(C2(NC(C)=O)CCN(C(=O)c3cccs3)CC2)cc1,1.1,0.73,-289
O=C(CN1CCN(c2ncccn2)CC1)N1CCN(C(c2ccccc2)c2ccccc2)CC1,.,.,10
Cn1c2c(c(=O)n(C)c1=O)C(C(F)(F)F)(C(F)(F)F)N=C(CCC1CCCCC1)N2,-1.2,-0.24,-19
CCc1cccc(OCCCn2ccnc2)c1,0.21,-0.18,-15
CC(=O)N(CCC1(C(C)C)CCOC(C)(C)C1)Cc1ccco1 (stereo unspecified),0.63,0.38,-4
Cc1cccc(C)c1NC(=O)CCCSc1nc2ccccc2s1,-1.1,-0.43,-23
Cc1ccc(C(=O)c2sc3nc4c(cc3c2N)CCC4)cc1,0.65,1.3,.
CCCNC(=O)c1ccccc1NS(=O)(=O)c1ccc2c(c1)OCCO2,-1.1,-1.2,36
CCN(Cc1cc2ccccc2[nH]c1=O)C(=O)c1cccnc1,0.7,-0.06,41
Cc1ccsc1C(=O)Nc1ccc2c(c1)OCCO2,-0.08,-0.82,.
CCCC(=O)Nc1cc(-c2nn(C)c(=O)c3ccccc23)ccc1N1CCCCC1,.,.,-6
c1ccc(CC2CCN(c3nc4ccccc4n4nnnc34)CC2)cc1,-0.43,-0.39,6
CN1CCc2c(sc3c2c(=O)n(-c2ccccc2)c2nncn32)C1,2.2,2.1,-30
CNC(=O)c1cc(Nc2nnc(C)c3ccccc23)ccc1OC,1.5,1.1,26
CCOc1cc(NC(=O)c2ccco2)c(OCC)cc1NC(=O)c1cc(OC)c(OC)c(OC)c1,1.2,3.5,.
CC(Oc1ccccc1F)C(=O)NCCN1CCCCC1 (stereo unspecified),0.36,0.13,-50
N=c1c2c3c(sc2ncn1CCCN1CCOCC1)CCCCC3,0.55,1.1,.
Cc1ccc(S(=O)(=O)N(C)Cc2ccc(C(=O)NN=C(CC(C)C)CC(C)C)cc2)cc1,0.14,1.1,14
CCOC(=O)C1=C(C)OC(N)=C(C#N)C1c1ccc(OC)c(C)c1OC (stereo unspecified),-0.54,-0.22,.
Cc1ccc(C(C(=O)NCc2ccco2)N(C(=O)CNC(=O)c2cccs2)c2ccc(C)cc2C)cc1 (stereo unspecified),-0.19,1.3,-8
CCOC(=O)Cc1nnc(NC(=O)c2ccco2)s1,-0.58,-0.32,10

# Copied from the list.
# Result of Cc1ccc(C(=O)c2sc3nc4c(cc3c2N)CCC4)cc1 under sdo1 growth Rescue 24 h: 1.3
# Result of Cc1ccsc1C(=O)Nc1ccc2c(c1)OCCO2 under sdo1 growth: -0.08
# Result of CC(Oc1ccccc1F)C(=O)NCCN1CCCCC1 (stereo unspecified) under sdo1 growth Rescue 24 h: 0.13

# Next part.
SMILES,sdo1 growth,sdo1 growth Rescue 24 h,INS promoter inh
Cc1ccc(C(=O)NC(=S)Nn2cnnc2)cc1,1.5,1.5,.
C/C(CC(=O)N1CCN(C=O)CC1)=N\NC(=O)c1ccc([N+](=O)[O-])cc1,.,.,25
CN(C)CCCN1C(=O)CSC1c1ccccc1 (stereo unspecified),-0.49,-0.86,.
COc1ccc(OC)c(C(=O)/C=C/c2ccccc2C(F)(F)F)c1,-1.8,-1.2,16
COc1ccc(C2=NN(C(=O)CSc3nnc(-c4ccccc4F)o3)C(c3ccco3)C2)cc1 (stereo unspecified),-0.09,0.67,.
CCCN(CCC)C(=O)CCSCCC(=O)N(CCC)CCC,-0.6,0,9
COc1ccc(NC(=O)Nc2ccc(Br)cn2)cc1OC,-0.62,-1.3,29
Cc1ccc(NC2=C(Cl)C(=O)OC2OC(C)C)cc1 (stereo unspecified),.,.,-33
COc1ccc(CN2C(=O)NC3(CCCc4ccccc43)C2=O)cc1F (stereo unspecified),.,.,7
COc1cc(/C=N/NC(=O)CN(CCc2ccccc2)S(=O)(=O)c2ccc(NC(C)=O)cc2)cc(OC)c1OC,0.83,0.53,-13
CCn1cc(Br)c(C(=O)NC(C)c2ccccc2)n1 (stereo unspecified),-0.89,-0.73,-383
CCn1nnnc1SCC(=O)Nc1nc2ccc(OC)cc2s1,-0.02,0.01,-12
Cc1c(C(=O)NCc2ccoc2)oc2ccc3c(c12)C(=O)CC(C)(C)O3,-2.4,-1.9,16
COc1ccccc1C(=O)N1CCN(Cc2ccc3c(c2)OCO3)CC1,-0.19,-0.87,22

# 2 of the compounds above, with values ahead of the structure.
sdo1 growth,sdo1 growth Rescue 24 h,INS promoter inh,Molecule
-0.4,-1,-17,Cc1cccc(CS(=O)(=O)Cc2ccc(C(=O)O)o2)c1
-0.45,-0.53,.,O=C(O)CCCC(=O)N1CCN(c2nc(-c3ccccc3)c3ccccc3n2)CC1
